# APJ ag = activates the human apelin receptor APJ; CHO-K1 APJ PathHunter beta-arrestin, luminescence; 0% DMSO wells, 100% apelin; P35414; 330,000 tested, 0.11% active; activation, % at 20 µM; AID 2520;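 active = activation more than six SD over the plate average, tested at 20 µM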;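 note: 0% = DMSO alone and 100% = apelin-13 at 10 nM; some results filed as inactive read as strong as hits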
#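 Material: engineered CHO-K1 APJ arrestin reporter cells; amount: 1000 CHO-K1 reporter cells seeded per well; incubation: compound stimulation 90 min at 25 °C, detection 60 min; signal: luminescent beta-gal fragment complementation, chemiluminescent substrate; read-out basis: APJ agonist activity; controls: DMSO-only wells as negative, 10 nM Apelin-13 as positive control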
# XBP1 UPR activ = adaptive UPR (XBP1) activation; CHO-XBP1 luciferase reporter, IRE1-XBP1 UPR activation, luminescence; percent of tunicamycin response, DMSO as zero; activation, % at 20 µM; 330,000 tested, 0.33% active; AID 463104;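 active = versus positive control, 20 µM dose yields 30% or more activation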;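 note: 100% = tunicamycin at 10 µg/mL and 0% = DMSO only wells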
#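 Signal: luciferase luminescence; Assay system: CHO-XBP1 luciferase reporter cells; Amount: one thousand reporter cells per well; Dosing: 20 µM single concentration, DMSO 1%; Benchmarks: high control tunicamycin 10 µg/mL final, low control DMSO vehicle only; Schedule: 6 h compound exposure at 37 °C, 5% CO2; Evaluation: percent activation relative to tunicamycin reference.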
# TIM10 inh = inhibits growth of TIM10 yeast strain; inhibition, % at 10 µM; 330,000 tested, 1.4% active; S. cerevisiae TIM10 strain growth, BacTiter-Glo luminescence, 24 h; AID 463195;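 active = inhibition of 40% or more at the single tested concentration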;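 note: wild-type TIM10 isogenic control strain grown at permissive 25 °C; 0% = DMSO yeast wells and 100% = minimal medium wells without yeast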
# tim23-1 inh = tim23-1 yeast growth inhibition. S. cerevisiae tim23-1 growth, BacTiter-Glo luminescence, 24 h. inhibition, % at 20 µM. 330,000 tested, 1.3% active;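 active = growth inhibition of the mutant yeast at or above 50%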;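 note: temperature-sensitive mutant grown at 25 °C; plate controls were DMSO-treated mutant yeast for no effect and medium wells lacking yeast for full effect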
# CXCR6 block = blocks human CXCR6 beta-arrestin recruitment; 360,000 tested, 0.36% active; O00574; CHO-K1 PathHunter CXCR6 beta-arrestin, luminescence; inhibition, % at 20 µM; in the data active = inhibition above about 34%, passing the limit was not always enough;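 note: antagonist mode with CXCL16 agonist at 10 nM final; 0% = 10 nM CXCL16 with DMSO and 100% = unstimulated wells without agonist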
# APJ antag = blocks the human apelin receptor APJ; 330,000 tested, 0.32% active; AID 2521; P35414; inhibition, % at 20 µM; CHO-K1 APJ beta-arrestin complementation, luminescence;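 active = inhibition above about 40% at 20 µM, limit read from the data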;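 note: cells challenged with 10 nM apelin-13 agonist together with compound; plate controls were apelin-13 plus DMSO wells for no effect and DMSO wells lacking apelin-13 for full effect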
# tim10-1 inh = inhibits growth of tim10-1 mutant yeast; S. cerevisiae tim10-1 ts strain growth, BacTiter-Glo, 24 h; 330,000 tested, 2.2% active; inhibition, % at 20 µM; AID 463190;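 active = inhibition of at least 40%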;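 note: mutant grown at 25 °C; 0% = DMSO wells with yeast and 100% = wells holding no yeast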
# CHOP UPR activ = activators of apoptotic arm of unfolded protein response (CHOP). CHO-CHOP luciferase reporter, UPR activation, luminescence; percent of tunicamycin response over DMSO baseline. activation, % at 10 µM. AID 449763. 330,000 tested, 0.34% active;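 active = at 10 µM dose, activation of 40% or more, normalized to positive control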;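 note: 100% = tunicamycin at 10 µg/mL and 0% = DMSO alone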
#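 Dosing – one dose, 10 µM in 0.5% DMSO · System – CHO-CHOP cells, stable luciferase reporter of PERK-eIF2a-CHOP signalling · Input – 500 cells/well · Control set – tunicamycin 10 µg/mL final as positive, DMSO-only wells as negative · Timing – 6 h compound treatment, 37 °C · Measure – % activation vs tunicamycin · Technique – luminescence read with Steady-Glo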
# Mdm2 MdmX PPI = human Mdm2/MdmX binding inhibition. SaOS-2 split-luciferase Mdm2/MdmX complementation, luminescence. AID 485346. 330,000 tested, 3% active. inhibition, % at 8 µM;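 active = inhibition of at least 50% at 8 µM in the primary screen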
# Target sequence (O15151 whole entry, looked up): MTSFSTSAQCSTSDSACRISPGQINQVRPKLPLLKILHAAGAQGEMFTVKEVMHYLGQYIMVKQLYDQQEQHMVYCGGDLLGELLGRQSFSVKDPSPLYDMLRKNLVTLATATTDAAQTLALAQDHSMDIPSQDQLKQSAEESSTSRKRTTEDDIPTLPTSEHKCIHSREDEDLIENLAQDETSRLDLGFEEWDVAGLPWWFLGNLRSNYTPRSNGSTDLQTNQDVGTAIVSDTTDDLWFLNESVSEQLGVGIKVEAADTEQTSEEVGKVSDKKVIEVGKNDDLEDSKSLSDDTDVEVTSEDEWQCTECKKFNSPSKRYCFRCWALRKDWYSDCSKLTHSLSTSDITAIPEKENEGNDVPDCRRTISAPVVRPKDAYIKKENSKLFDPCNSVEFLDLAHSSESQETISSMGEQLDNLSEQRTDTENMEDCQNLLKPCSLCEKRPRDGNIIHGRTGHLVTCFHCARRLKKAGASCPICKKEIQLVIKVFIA
# Target sequence (Q00987 whole entry, looked up): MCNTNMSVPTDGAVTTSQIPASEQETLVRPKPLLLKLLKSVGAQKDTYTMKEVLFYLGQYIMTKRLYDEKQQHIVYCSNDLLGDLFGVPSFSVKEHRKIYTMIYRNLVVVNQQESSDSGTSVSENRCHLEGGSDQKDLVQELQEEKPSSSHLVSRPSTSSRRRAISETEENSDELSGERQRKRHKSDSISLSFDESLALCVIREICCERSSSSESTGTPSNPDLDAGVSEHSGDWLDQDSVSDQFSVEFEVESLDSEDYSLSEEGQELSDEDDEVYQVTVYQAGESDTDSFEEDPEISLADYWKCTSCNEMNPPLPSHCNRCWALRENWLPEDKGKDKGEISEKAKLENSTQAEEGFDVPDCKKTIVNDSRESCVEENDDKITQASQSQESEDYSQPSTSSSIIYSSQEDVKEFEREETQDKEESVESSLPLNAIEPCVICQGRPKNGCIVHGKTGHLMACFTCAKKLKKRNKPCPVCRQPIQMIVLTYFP
# An asterisk follows results filed as active. This is a subset, so the mix of outcomes need not match the whole.
entry	mol	APJ antag	tim23-1 inh	Mdm2 MdmX PPI	XBP1 UPR activ	TIM10 inh	CHOP UPR activ	CXCR6 block	APJ ag	tim10-1 inh
1	COc1cc(/C=N/n2c(C3CCCCC3)n[nH]c2=S)cc(OC)c1O	25	-7	10	2	5	2.3	2	2	-7
2	O=C(CCc1nc2ccccc2c(=O)[nH]1)OCC(=O)N1CCc2ccccc21	11	16	9	0	-4	0.2	-5	-5	4
3	CN(CC(=O)NC1CCCCC1)S(=O)(=O)c1ccc2c(c1)c(=O)n(C)c(=O)n2C	3	12	-8	-4	12	-1.1	-10	17	-2
4	CCOc1ccc(OCC)c(NC(=O)C2CCCN(c3nc(C)cc(C)n3)C2)c1 (configuration not stated)	-2	15	-9	-1	22	0.1	-3	-2	24
5	Cc1c(Cl)cnc(NC(=O)COC(=O)[C@H](C)NC(=O)c2ccccc2)c1Cl	1	20	-7	-1	12	1.4	-1	-2	14
6	COc1cccc(S(=O)(=O)N2CCN(c3ccccc3F)CC2)c1	-7	34	2	1	13	-1.0	-1	-4	24
7	Cc1cc(=O)oc2cc(OC(C)C(=O)Nc3ccc(C(N)=O)cc3)ccc12 (configuration not stated)	9	-10	9	-4	10	-1.7	0	-4	-16
8	COc1ccccc1OCC(=O)NCCS(=O)(=O)N1CCN(c2ccccc2)CC1	-16	11	20	-2	3	0.4	-8	-2	17
9	CCOc1cc(C2NC(=O)NC2=O)ccc1O (configuration not stated)	9	0	-16	-1	-2	1.6	0	-4	3
10	CCOC(=O)c1c(NC(=O)CSC(=S)N(C)C)sc(C)c1C	1	1	4	2	22	-1.8	5	-2	21
11	c1ccc2c(CCNc3ncnc4nc[nH]c34)cccc2c1	-1	27	3	-1	3	2.5	-3	1	13
12	CCOC(=O)c1nc(Nc2ccccc2)c2ccccc2n1	25	13	-9	0	21	0.4	2	-1	16
13	CSc1ccccc1C(=O)NCc1ccc(C)cc1	15	-4	8	3	-1	0.8	0	-1	11
14	CCNC(=O)NC(=O)C(C)Sc1nnc(COc2ccccc2Cl)o1 (configuration not stated)	4	13	-12	-1	-5	-3.7	3	-4	15
15	COc1ccc(CCNc2oc(-c3cccc4ccccc34)nc2P(=O)(OC)OC)cc1OC	1	26	11	3	30	0.2	2	0	15
16	Cn1c(SCC(=O)c2ccc3c(c2)Cc2ccccc2-3)nnc1-c1ccccc1	-9	-9	19	-3	-29	-1.4	1	-2	-15
17	CCCn1c(SCC(=O)Nc2ccccc2Cl)nc(O)cc1=O	-45	14	-12	0	11	0.3	2	2	26
18	Cc1cc(C)n2nc(C(=O)Nc3ccc(N4CCOCC4)cc3)nc2n1	3	9	-25	-1	-6	-2.2	1	-2	5
19	O=C(NCCc1ccccc1)C1CCC(=O)N1CCc1ccccc1 (configuration not stated)	1	5	19	0	-1	3.7	-2	-2	6
20	Cc1ccc(Nc2nc(CSc3nnc(-c4ccccc4)n3C)cs2)cc1	16	37	-20	0	25	1.8	4	-3	40
21	NC(=O)c1cc[n+](Cc2ccccc2Cl)cc1	16	0	1	-4	9	2.2	3	-2	8
22	CCN(CC)S(=O)(=O)c1cccc(C(=O)NC(Cc2c[nH]c3ccccc23)c2nnc3n2CCC3)c1 (configuration not stated)	1	4	-1	-1	17	1.5	1	-1	13
23	O=C(NC1CC1)c1nc2c(nnn2Cc2ccccc2Cl)c(=O)[nH]1	10	-2	16	-3	3	-0.9	-1	-2	2
24	CCC1(C)Cc2c(C#N)c(N)n(N)c(=S)c2CO1 (configuration not stated)	8	1	11	0	12	-1.2	0	-2	21
25	Cc1occc1-c1nnc(SCC(=O)N(C)c2ccccc2)n1C	-56	-9	-3	-1	-4	-1.0	2	-8	-21
26	COc1cc(SC)ccc1C(=O)N(CC(=O)Nc1ccccc1Br)Cc1ccco1	7	8	-39	-5	-4	-0.2	-1	-1	17
27	Cc1ccccc1N1C(=O)C2CCCN2C1=S (configuration not stated)	7	20	-4	0	7	1.7	-2	-3	3
28	COc1ccc2c(-c3ccccc3)cc(SC(C)C(N)=O)nc2c1 (configuration not stated)	-2	14	16	4	15	2.2	3	-3	32
29	COc1ccc(OC)c(NC(=O)Nc2cccc(Cn3cccn3)c2)c1	9	20	-11	-4	19	0.1	-8	1	19
30	CCC(CO)Oc1cc(NC(=O)c2ccc(OC)cc2)c2ncn(C(C)C)c2c1 (configuration not stated)	-16	15	-4	-2	-2	0.2	1	6	13
31	Cn1nc(C(=O)OCC(=O)Nc2ccc(C(N)=O)cc2)c2ccccc2c1=O	5	9	14	0	-6	-1.3	-4	-2	3
32	O=C(c1ccccc1)c1nc[nH]c1C(=O)Nc1ccccn1	17	-49	-5	0	-37	-0.8	-3	-1	-5
33	CCCCn1c(N)c(N(CC(C)C)C(=O)c2cccc(S(=O)(=O)N(C)c3ccc(C)cc3)c2)c(=O)[nH]c1=O	5	10	2	0	-5	1.9	-4	-3	-5
34	O=C(NC(=S)NC1CCSC1=O)c1ccc([N+](=O)[O-])cc1 (configuration not stated)	-59	-8	7	0	-1	3.2	-2	13	5
35	CC1(C)Oc2ccc(C(=O)NN)cc2NC1=O	-16	12	17	2	-2	1.7	-16	4	5
36	CCC1CCCCN1C(=S)NC(=O)c1ccc([N+](=O)[O-])cc1 (configuration not stated)	8	28	15	1	15	-0.6	10	-1	20
37	O=C(CSc1nccc(=O)[nH]1)c1ccco1	-6	14	3	-2	-17	-1.0	-4	-2	-1
38	CCOc1ccccc1/C=C/c1onc(C)c1S(=O)(=O)N1CCC(C(=O)N2CCCCCC2)CC1	22	21	36	-1	4	1.6	14	-2	19
39	Cc1cccc(/C=N/N2CCN(c3ccccc3)CC2)c1	9	22	-26	-3	10	5.7	3	-3	6
40	CCc1nn(CC(=O)N2CCN(C)CC2)c(=O)c2cccn12	-12	-3	-5	0	2	0.4	-3	-5	3
41	Cc1ccccc1C(=O)Nc1nc(-c2cccnc2)cs1	1	-28	-4	2	-38	3.1	0	-6	-8
42	Cc1ccc(-n2ncc3c(=O)n(CC(=O)NC4CCCC4)cnc32)cc1C	4	-11	17	2	2	-1.0	8	-2	-16
43	S=C(NCC1CCCO1)Nc1ccccc1 (configuration not stated)	-12	-3	28	-3	-14	-1.6	-4	-3	1
44	COC(=O)c1ccc(/C=C2/SC(=S)N(CCC(=O)NCCCN3CCOCC3)C2=O)cc1	-9	1	-7	0	6	2.2	-4	0	15
45	O=C(O)c1cccc(Cn2cc(Br)cn2)c1	-9	0	6	0	-5	4.4	-19	-5	8
46	CCOc1ccccc1N1CC(C(=O)N(Cc2nnc(-c3ccccc3Cl)o2)C2CC2)CC1=O (configuration not stated)	22	10	19	-4	3	-0.5	-12	-4	12
47	O=C(O)C1CC1C(=O)Nc1cc(F)ccc1F (configuration not stated)	-1	5	-5	-2	-6	-0.1	-11	1	-12
48	O=C(O)c1cc2n(n1)C(C(F)(F)F)CC(c1ccccc1)N2 (configuration not stated)	-9	13	-15	-1	-11	-4.1	-5	0	4
49	CSc1nsc(SCC(=O)N2CCc3ccccc32)n1	18	7	22	0	-9	0.7	7	-7	17
50	CS(=O)(=O)N(CC(=O)N/N=C/c1ccccc1C(=O)O)c1cccc(Cl)c1Cl	3	-14	6	-5	23	-1.3	-6	-2	-1

# Next section; it opens with the three that closed the last part.
entry	mol	APJ antag	tim23-1 inh	Mdm2 MdmX PPI	XBP1 UPR activ	TIM10 inh	CHOP UPR activ	CXCR6 block	APJ ag	tim10-1 inh
48	O=C(O)c1cc2n(n1)C(C(F)(F)F)CC(c1ccccc1)N2 (configuration not stated)	-9	13	-15	-1	-11	-4.1	-5	0	4
49	CSc1nsc(SCC(=O)N2CCc3ccccc32)n1	18	7	22	0	-9	0.7	7	-7	17
50	CS(=O)(=O)N(CC(=O)N/N=C/c1ccccc1C(=O)O)c1cccc(Cl)c1Cl	3	-14	6	-5	23	-1.3	-6	-2	-1
51	Cc1c(CNC(=O)c2cnn3c2NC(c2ccccc2)CC3C(F)(F)F)cnn1C (configuration not stated)	8	17	10	-2	5	-0.1	-6	0	4
52	O=C(NNC(=O)c1csc(N2CCOCC2)n1)c1ccc(Cl)nc1	-41	-3	30	0	-3	0.3	3	-3	-16
53	CN(C)c1nc(N)ncc1-c1ccc(Oc2ccccc2)cc1	8	10	20	-1	-37	3.2	3	-4	-28
54	COCCN=C1N[C@@H](c2ccccc2)C(C(=O)OC)=C(C)N1Cc1ccccc1	13	9	-3	-2	11	1.9	-5	-8	23
55	CN(CC1CCOCC1)C(=O)c1ccc2nc(Cc3cccc(Cl)c3)oc2c1	3	19	7	-3	8	4.3	0	-2	16
56	CCOc1cc(C2/C(=C(\O)c3cc(C)ccc3C)C(=O)C(=O)N2CCN(C)C)ccc1O (configuration not stated)	7	13	1	-1	5	3.1	-4	3	19
57	CCOc1ccc(-n2c(SCC(=O)Nc3ccc(OC)cc3)nc3sc4c(c3c2=O)CCN(C)C4)cc1	-13	8	30	-2	-2	-0.9	6	0	20
58	N#CC(C#N)=Cc1ccc(OCC(=O)N2CCOCC2)cc1	-14	13	-8	-2	11	-2.0	7	-1	7
59	O=C(Nc1nccs1)c1cccc(S(=O)(=O)N2CCCC2)c1	7	16	3	-4	14	1.9	4	-6	24
60	O=C1/C(=C/c2ccccc2F)SC(=S)N1CC(=O)N1CCCCC1c1cccnc1 (configuration not stated)	-8	36	79*	-8	24	-0.3	-7	13	45*
61	CCOC(=O)c1cc(-c2cccs2)nn1CCC#N	-10	9	18	-2	-8	0.5	-12	-1	8
62	NC(=O)CCn1nc(-c2ccccc2)c2ccccc2c1=O	8	8	5	-1	8	-1.6	-4	-9	6
63	O=C(Oc1ccc2c(c1)C(=O)c1ccccc1CO2)c1ccccc1	6	23	-12	3	17	4.6	4	-2	14
64	Cc1ccsc1/C=N/N1CCN(c2ccccc2)CC1	9	17	-22	-2	0	1.5	1	0	5
65	Cn1c(=O)[nH]c(=O)c2c1nc(Br)n2Cc1ccccc1Cl	8	10	19	-3	-1	-0.1	-2	-1	9
66	O=C(NCc1cccnc1)C1c2ccccc2C(=O)N1Cc1ccccc1 (configuration not stated)	4	-8	18	-4	-7	-1.1	-7	0	-6
67	CCn1c2ccccc2c2cc(NC(=O)C(C)Oc3ccc(OC)cc3)ccc21 (configuration not stated)	-9	19	18	-6	-4	-0.6	-4	-3	18
68	CCCC1=C(C(=O)OCC)C(c2ccc(OC)c(CSc3ccccn3)c2)C(C#N)=C(N)O1 (configuration not stated)	6	30	15	-2	15	1.7	9	-2	18
69	O=C(COC(=O)COc1ccccc1[N+](=O)[O-])Nc1cccc(Br)c1	7	11	-19	2	-8	1.8	-4	-3	20
70	C=CCn1c(C)cc(C(=O)COc2ccc(C)nc2[N+](=O)[O-])c1C	0	25	39	-6	3	-1.9	-1	-3	6

# Screens from PubChem.
